Lipid storage S3 – qHTS Assay for Lipid Storage Modulators in Drosophila S3 Cells | Drosophila S3 cells, BODIPY lipid droplet fluorescence, 18-24 h; cells fed with added oleic acid | lipid storage change, negative = inhibition, % at the top dose, mostly 46.1 µM; hits show Potency in µM | hit rate 0.64% among 320,000 | AID 2685, 2010; active = well fitted inhibition curve with a large enough effect in the signal ratio, with a control signal flat, not every such curve was filed as active; inconclusive = small, poorly fitted or top-dose-only effect, or effect the other way, or a change in a side signal; the % refers to the signal ratio
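Drosophila S3 cells loaded with oleic acid (400 uM, as added) and compounds at several concentrations; lipid droplets imaged by 488-nm laser-scanning cytometry, 500–530 nm intensity and object ratio to cell channel. Percent activity normalized to 20 uM Triacsin C.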
Lipid storage S3 cell count max – recorded beside Lipid storage S3, whose call it bears; cell number change, %; measured here: cell count max response;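 cells counted by Cell Tracker Red CMTPX staining in the red channel; peak over a dose series mostly up to 46.1 µM; percent activity relative to internal control wells on each plate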
* hit, by the source's call; i = inactive; ? = inconclusive; / = no result given. % is set by controls: 0 for no effect and ±100 for the full control effect; potency is the fitted concentration of half-maximal effect. The list is partial. The share of hits here may be higher or lower than overall.

Value order – Lipid storage S3	Lipid storage S3 cell count max
- O=C1CC(Nc2ccc(N3CCOCC3)cc2)C(=O)N1CCc1ccccc1 (stereo unspecified)
 : ?	/
- Cc1cccc(C)c1NC(=O)/C(=C/c1ccco1)c1ccccc1
 : ?	/
- NC(=O)CC(NC(=O)Cc1ccc(Br)cc1)c1ccc(NCc2cc(F)ccc2F)c([N+](=O)[O-])c1 (stereo unspecified)
 : ?	/
- Cc1ccc(CN2CCN(/N=C/c3ccc(Cl)c([N+](=O)[O-])c3)CC2)cc1
 : -4%	3
- COc1ccc(-c2ccc(/C=C3\C(=O)N(c4ccccc4)N=C3c3ccccc3)o2)c([N+](=O)[O-])c1
 : 13%	/
- COC(=O)c1oc(-c2ccc(Cl)cc2)nc1C
 : -2%	-10
- O=C(CSc1nc(-c2ccccc2)cs1)N1CCc2ccccc21
 : -7%	/
- O=C(CNc1ccc(Cl)cc1)NNC(=S)NCc1ccccc1
 : 7%	8
- CC(=O)C1CCCN(C(=O)c2ccc3oc(CCc4ccccc4)nc3c2)C1 (stereo unspecified)
 : -30%	13
- C=CCn1c(=NC(=O)C2CC2)sc2cc(NC(C)=O)ccc21
 : ?	/
- O=C(OCC(=O)c1c[nH]c2ccccc12)C1=COCCO1
 : ?	/
- COc1ccc(/C=N/n2c(=O)[nH]c3c([nH]c4ccc(Br)cc43)c2=O)cc1CN1CCOCC1
 : ?	/
- COc1ccc(Br)cc1CN(C)CC(=O)Nc1cc(Cl)ccc1Cl
 : 17%	21
- CC1CN(S(=O)(=O)c2cccc(C(=O)Nc3cc(Cl)ccc3N3CCOCC3)c2)CC(C)O1 (stereo unspecified)
 : ?	/
- O=c1ccn(Cc2ccccc2)c(=O)n1Cc1ccccc1
 : i	-23
- COc1ccc(CNC(=O)c2cccc(C)c2[N+](=O)[O-])cc1
 : -6%	/
- Cc1cccnc1CCNC(=O)CCc1nnc(-c2ccccc2)o1
 : ?	/
- O=C(Cn1c(=O)c(=O)n(Cc2ccccc2)c2ccc(Cl)cc21)Nc1ccc(F)cc1F
 : ?	/
- Cc1ccc(Cl)c(NC(=O)CSc2n[nH]c(=O)n2C2CC2)c1Cl
 : -5%	-12
- Cc1ccc(C)c(OC(=O)c2cccnc2Cl)c1C
 : i	6
- COc1cccc(CN2CCN(C3CCOCC3)CC2CCO)c1 (stereo unspecified)
 : -4%	18
- O=C(COC(=O)c1ccco1)Nc1ccccc1[N+](=O)[O-]
 : ?	/
- CC1CCCN(c2ccc(C(=O)NCc3ccccc3)cn2)C1 (stereo unspecified)
 : 3%	5
- O=C(CSC1CN(C(c2ccccc2)c2ccccc2)C1)N/N=C/c1ccccc1
 : 4%	13
- c1ccc(OCCN2CCN(C(c3ccccc3)c3ccccc3)CC2)cc1
 : ?	/
- CC1=Nc2ccccc2/C1=C\c1sc(Nc2ccc(C)cc2)nc1O
 : ?	/
- CC(C)(CNC(=O)c1ccc(NS(=O)(=O)c2ccc(Br)cc2)cc1)N1CCOCC1
 : ?	/
- Cc1ccc(/C=N/NC(=O)CSCc2ccc(Cl)cc2)cc1
 : ?	/
- CCN1C(=O)C(C(=O)Nc2ccc(OC)cc2)C2CC1(C)Oc1ccccc12 (stereo unspecified)
 : i	/
- CC1CCN(c2ccccc2NC(=S)NC(=O)c2cccs2)CC1
 : 15%	-14
- CCc1nc(SCC(=O)c2ccc3c(c2)OCCO3)c2ccccc2n1
 : 29%	/
- COc1cc2c(c(OC)c1OC)-c1ccc(OC)c(=O)cc1C(NC(C)=O)CC2 (stereo unspecified)
 : i	-1
- CCc1ccc(C(=O)NNC(=O)CN2C(=O)NC(CC)(c3ccccc3)C2=O)cc1 (stereo unspecified)
 : 8%	12
- Cc1ccc(NCc2nnc(SCC(=O)N3c4ccccc4Sc4ccccc43)o2)c(C)c1
 : ?	/
- COC(=O)C1=C(C)N(C(C)c2ccccc2)C(=O)C1 (stereo unspecified)
 : 5%	-2
- CN1CCN(S(=O)(=O)c2ccc(CNC(=O)c3ccccc3)s2)CC1
 : ?	/
- CCN1C(=O)C2(C(C#N)=C(N)Oc3n[nH]c(-c4ccc(Cl)cc4)c32)c2ccccc21 (stereo unspecified)
 : ?	/
- NS(=O)(=O)c1ccc(NC(=O)CN2CCc3ccccc32)cc1
 : ?	/
- CCOC(=O)C1=C(N)OC2=C(C(=O)CCC2)C1c1ccc(C)s1 (stereo unspecified)
 : i	-8
- c1ccc(-c2nc(NCc3ccco3)c3ccccc3n2)cc1
 : ?	/
- CCOc1cc(C(=S)N2CCOCC2)ccc1OS(=O)(=O)c1ccc(Br)cc1
 : -1%	-23
- CC(C)S(=O)(=O)c1csc(C(=O)NN)c1-n1cccc1
 : 17%	-2
- CC[N+](C)(C)CC/C=C1/c2ccccc2Sc2ccc(Cl)cc21
 : -3%	6
- COc1ccccc1NC(=O)N1CCCC1C(=O)NC12CC3CC(CC(C3)C1)C2 (stereo unspecified)
 : ?	/
- Cc1ccc(C(=O)O/N=C\c2ccc(N3CCOCC3)c([N+](=O)[O-])c2)cc1
 : -14%	18
- Cc1cccc2nc(CSc3nc4cc([N+](=O)[O-])ccc4s3)cn12
 : ?	/
- CCS(=O)(=O)Nc1ccc(-c2nc3cccnc3s2)cc1
 : ?	/
- COC(=O)[C@@]12CCCCN1[C@H](c1ccc(-c3ccc(C(C)=O)cc3)c(OC)c1)[C@@H]1C(=O)N(C)C(=O)[C@@H]12
 : ?	/
- Cc1cccc(NC(=O)CN2CCN(C(=O)c3cccc(-n4cnnn4)c3)CC2)c1C
 : ?	/
- Cn1ncc(Br)c1C(=O)N/N=C/c1ccc(OS(=O)(=O)c2ccccc2)cc1
 : 7%	10
- Cc1ccc(C(C(=O)NC2CCCCC2)N(C(=O)CCCC(=O)Nc2ccccn2)c2ccc3c(c2)OCCO3)cc1 (stereo unspecified)
 : -32%	6
- COc1ccccc1C(C)NCC(=O)NC(=O)NCc1ccco1 (stereo unspecified)
 : 11%	-17
- CCCCN(C(=O)c1ccc(Cl)c(S(=O)(=O)N2CCOCC2)c1)c1c(N)n(CCC)c(=O)[nH]c1=O
 : -2%	4
- COC(=O)N/N=C/c1cn(CCCOc2ccccc2)c2ccccc12
 : ?	/
- O=C(CNc1ccccc1-c1ccccc1)NCc1ccccc1
 : ?	/
- CC1CCN(c2c(NCc3ccc(C(=O)N4c5ccccc5CC4C)cc3)c(=O)c2=O)CC1 (stereo unspecified)
 : 1%	11
- COC(=O)c1sc2nc(CSc3nc4ccc(C)cc4[nH]3)[nH]c(=O)c2c1C
 : ?	/
- CCOC(=O)c1sc(-n2[nH]c(C)cc2=O)nc1C
 : ?	/
- Cc1cc(C)cc(NC(=O)Nc2ccc(Cl)cn2)c1
 : 11%	4
- CC(=O)c1cccc(S(=O)(=O)Nc2c(C)nn(C)c2C)c1
 : 17%	-14

Entries of single compounds from above:
Results for COC(=O)c1sc2nc(CSc3nc4ccc(C)cc4[nH]3)[nH]c(=O)c2c1C = Lipid storage S3 = ?; Lipid storage S3 cell count max = /
Results for CCOC(=O)c1sc(-n2[nH]c(C)cc2=O)nc1C = Lipid storage S3 = ?; Lipid storage S3 cell count max = /

4 entries picked at random from the list so far:
Value order – Lipid storage S3	Lipid storage S3 cell count max
- COC(=O)c1sc2nc(CSc3nc4ccc(C)cc4[nH]3)[nH]c(=O)c2c1C
 : ?	/
- Cc1ccc(C(C(=O)NC2CCCCC2)N(C(=O)CCCC(=O)Nc2ccccn2)c2ccc3c(c2)OCCO3)cc1 (stereo unspecified)
 : -32%	6
- CC(=O)c1cccc(S(=O)(=O)Nc2c(C)nn(C)c2C)c1
 : 17%	-14
- CCCCN(C(=O)c1ccc(Cl)c(S(=O)(=O)N2CCOCC2)c1)c1c(N)n(CCC)c(=O)[nH]c1=O
 : -2%	4

Next entries
Value order – Lipid storage S3	Lipid storage S3 cell count max
- Cc1ccnc(Nc2nc(-c3ccc(F)cc3)cs2)c1
 : i	11
- O=C(O)CNS(=O)(=O)c1ccc(Br)s1
 : ?	/
- CN(C)c1nc(/C=C(\C#N)C(N)=O)c(Cl)n1-c1ccc(F)cc1
 : -2%	-10
- CC(C)n1cnc2cc(NCc3ccco3)ccc21
 : -6%	/
- CCOC(=O)Nc1ccc(C)cc1NC(=O)OCC
 : -16%	5
- CN(C)c1ccc(/C=N/N=C(N)N)cc1[N+](=O)[O-]
 : 6%	-3
- O=C1CCCCCCC1Sc1ccccc1[N+](=O)[O-] (stereo unspecified)
 : ?	/
- Cc1cc([N+](=O)[O-])cc(C)c1OCC(=O)N/N=C/c1ccc(OC(=O)c2ccccc2Br)cc1
 : ?	/
- O=C(COC(=O)[C@H](Cc1ccccc1)NC(=O)c1cccs1)NC1CC1
 : 5%	-5
- CC(=O)NCc1nc2ccccc2n1Cc1ccccc1F
 : 0%	21
- COc1ccc(/C=C2\Oc3cc(OCC(=O)N4CCC[C@H]4C(=O)O)ccc3C2=O)c(OC)c1
 : 4%	-6
- O=C1c2oc3ccccc3c(=O)c2C(c2ccccn2)N1Cc1ccccc1 (stereo unspecified)
 : i	/
- O=C(CSc1ccc2nnc(-c3ccc(Cl)cc3)n2n1)N1CCCc2ccccc21
 : 5%	7
- O=C(O)/C=C\C(=O)Nc1ccc(N2CCN(c3ccc(F)cc3)CC2)cc1
 : -4%	-1
- [O-][n+]1onc2c3cc(-c4ccccc4)nnc3ccc21
 : ?	/
- CCCCCCc1ccc(-c2ncc(N)cn2)cc1
 : i	/
- CC(=O)c1ccc(NC(=O)c2cn(-c3ccccc3)nc2-c2ccncc2)cc1
 : -4%	3
- O=C(COC(=O)c1cc[n+]([O-])cc1)NCc1ccccc1Cl
 : 9%	19
- CCOC(=O)c1ccc(Cn2c(-c3ccccc3)nnc2-c2ccccc2)o1
 : i	/
- COc1ccc(NC(C)=O)cc1NC(=O)CN1CCN(C(=O)c2ccco2)CC1
 : i	/
- COc1cccc(CNC(=O)CCCn2ccc3cc(S(=O)(=O)N4CCCC4)ccc32)c1
 : -28%	-10
- COc1ccc(Br)cc1/C=N/NC(=O)CN1CCN(Cc2ccccc2)CC1
 : 0%	2
- CCOC(=O)c1cc(C#N)c(SC)nc1-c1ccccc1
 : -19%	-6
- O=C(Nc1nnc(-c2ccccc2Cl)o1)c1nc2ccccc2s1
 : ?	/
- CC(=O)Cc1cc(O)c2ccccc2c1OC(=O)c1ccccc1
 : ?	/
- CCCC(=O)N(Cc1cc(=O)[nH]c2ccccc12)c1ccc(OC)cc1
 : 13%	9
- Nc1nnc(Cc2ccccc2F)s1
 : 4%	0
- COc1ccccc1NS(=O)(=O)c1cc(NC(=O)c2sc3cc(Cl)ccc3c2Cl)ccc1C
 : -11%	-14
- COc1cccc(NC(=O)c2cc3ccccc3oc2=O)c1
 : 7%	14
- CCC(C(=O)NC1CCCC1)N(Cc1ccc2c(c1)OCO2)C(=O)c1snc(C(N)=O)c1N (stereo unspecified)
 : ?	/
- CN1CCC(N(C)S(=O)(=O)c2ccc(NC(=O)Cc3ccc(F)cc3)cc2)CC1
 : ?	/
- CCOC(=O)C1C(=O)CC(C)(O)C(C(=O)OCC)C1c1ccccc1 (stereo unspecified)
 : -14%	3
- Cc1nc(CCNS(=O)(=O)c2cccnc2)cs1
 : ?	/
- COc1cc(C(CCN2CCOCC2)c2c(OC)cc(OC)c3c2OC(=O)CC3c2ccc(N(C)C)cc2)cc(OC)c1OC (stereo unspecified)
 : 7%	15
- CN(Cc1ccc(F)cc1)C(=O)CNC(=O)c1ccc2c(c1)OCO2
 : ?	/
- COc1ccc(CCNC(=O)c2ccc3ccccc3n2)cc1
 : ?	/
- CSc1nc2ccccc2n1CC(=O)Nc1c(C)cccc1C
 : ?	/
- CCc1c(C)sc(NC(=O)c2ccccc2[N+](=O)[O-])c1C(N)=O
 : ?	/
- O=C(C1=C(O)C(=O)N(CCN2CCOCC2)C1c1cccc(F)c1)c1cc2ccccc2o1 (stereo unspecified)
 : i	/
- O=C(OCC(=O)N1CCN(c2ccccc2)CC1)c1ccc(O)cc1O
 : ?	/
- Cc1cc(C(F)F)n2nc(C(=O)Nc3ccc(F)cc3F)nc2n1
 : i	9
- COc1ccc(S(=O)(=O)N2CCC(C(=O)NCCc3ccc4c(c3)OCO4)CC2)cc1
 : ?	/
- Cc1csc2nc(O)c(C(=O)NCCCN3CCCC3=O)c(=O)n12
 : ?	/
- Fc1ccc2nc3n(c2c1F)CCCCCC3
 : ?	/
- CC(C)NC(=O)C(=O)NC1CCCCCC1
 : ?	/
- Cc1ccc(NC(NC(=O)c2ccccn2)C(Cl)(Cl)Cl)cc1 (stereo unspecified)
 : -14%	-18
- O=C(NNC1=NCCC1)c1cccc(S(=O)(=O)N2CCCC2)c1
 : ?	/
- Cc1cccc2cc(CN(CCCN3CCOCC3)Cc3nnnn3C(C)(C)C)c(=O)[nH]c12
 : ?	/
- COc1cc(/C=C2\SC(=Nc3ccc(Cl)c(C(=O)O)c3)NC2=O)c(Br)c(Br)c1O
 : ?	/
- C#CCn1c(=NC(=O)c2ccccc2[N+](=O)[O-])sc2cc(S(C)(=O)=O)ccc21
 : ?	/
- O=C(N1CCC(O)(c2cccnc2)CC1)C12CC3CC(CC(C3)C1)C2
 : ?	/
- O=S(=O)(N/N=C\c1ccc2c(c1)OCO2)c1ccc(F)cc1
 : -5%	-15
- CC(C)N(C(=O)Cn1cc(S(=O)(=O)CC(=O)N2CCOCC2)c2ccccc21)C(C)C
 : -15%	3
- Cc1ccc(S(=O)(=O)N2CCCC2C(=O)N2CCCCCC2)cc1 (stereo unspecified)
 : ?	/
- OC(CNCCc1ccc(Cl)cc1)COc1cc(Cl)ccc1Cl (stereo unspecified)
 : ?	/
- COc1ccc(COC(=O)c2c(C)nn(-c3ccccc3)c2Cl)cc1
 : 14%	11
